# Screening data: PubChem, several laboratories
# core dimer inh: HCV core protein dimerization inhibition. TR-FRET GST/Flag-core106 dimerization, 1536-well. inhibition, % at 5 µM. 0.33% of 300,000 active. AID 1899;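 active means inhibition above the mean of all tested compounds plus 3 SD, set per screening campaign, cut at about 45% in these data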
#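 Assay system – GST-tagged and Flag-tagged HCV core protein residues 1-106 · Quantity – core106 proteins, GST 13.5 nM and Flag 17 nM · Benchmarks – unlabelled core106 and no-GST-core106 wells · Read-out basis – percent inhibition of core106 dimerization signal · Detection – time-resolved FRET, ex 340 nm, em 617 and 671 nm · Schedule – 4 h at 22.5 °C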
# EBNA-1 inh: blocks EBNA-1 binding to DNA; 0.34% of 300,000 active; AID 1950; inhibition, % at 14.8 µM; EBNA-1 DNA binding, fluorescence polarization; in the data active means inhibition above about 28%
# CTSL1 counter: counter-screen for PFM18AAP inhibitors: inhibitors of F. hepatica cathepsin L1. recombinant F. hepatica cathepsin L1, Z-Leu-Arg-MCA fluorescence. inhibition, % at 5.96 µM. 0.49% of 300,000 active;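 active means inhibition above the mean of all tested compounds plus 3 SD, set per screening campaign, cut at about 17% in these data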;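 further: 0% = plate median of test compound wells and 100% = 1 µM Z-Phe-Ala-diazomethylketone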
# PP1 inh: counter-screen for PP5 inhibitors: inhibitors of human PP1-alpha; P62136; purified PP1alpha, OMFP fluorescence; inhibition, % at 6.7 µM; 0.9% of 320,000 active; AID 2235;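 active means inhibition above the mean inhibition of all tested compounds plus 3 SD, computed separately for each screening campaign, cut at about 15% in these data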
# Target sequence (P62136 whole entry, looked up): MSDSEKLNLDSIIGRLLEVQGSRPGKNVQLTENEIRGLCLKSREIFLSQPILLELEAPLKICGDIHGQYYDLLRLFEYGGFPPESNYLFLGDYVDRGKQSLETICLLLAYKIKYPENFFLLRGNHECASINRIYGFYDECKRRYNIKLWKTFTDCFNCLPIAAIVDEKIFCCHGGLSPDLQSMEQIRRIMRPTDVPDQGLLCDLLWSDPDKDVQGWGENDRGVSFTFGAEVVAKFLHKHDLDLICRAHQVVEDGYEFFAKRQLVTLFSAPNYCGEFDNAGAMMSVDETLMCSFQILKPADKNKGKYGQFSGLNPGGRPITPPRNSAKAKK
# TPT1 inh: C. albicans TPT1 enzyme inhibition; recombinant caTPT1, FP RNA substrate dephosphorylation; inhibition, % at 5 µM; 0.81% of 300,000 active; AID 1962;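 active means inhibition above the mean of all tested compounds plus 3 SD, set per screening campaign, cut at about 24% in these data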;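 further: plate controls were DMSO alone for no effect and ferristatin control at 100 nM for full effect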
# Yeast superoxide: yeast age-related superoxide inhibition as caloric restriction mimetic | 0.18% of 330,000 active | superoxide response (% of plate mean), % at 10 µM | S. cerevisiae aged cells, superoxide DHE fluorescence; active compounds read low;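 active means superoxide response under a set limit, about three screen SD below normal, cut at about 65% in these data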;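 further: yeast aged for seven days with compound at 30 °C before DHE staining; 100% = average MFI of all compound-treated wells on the plate with controls excluded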
# PP5 primary: PP5 (human) phosphatase inhibition. purified PP5c, OMFP substrate fluorescence. inhibition, % at 6.7 µM. 0.18% of 320,000 active. AID 1987;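 active means inhibition above the campaign's mean inhibition across all tested compounds plus 3 SD, cut at about 9.5% in these data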;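 further: 0% = DMSO only and 100% = 100 µM cantharidin control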
# Target sequence (P53041 whole entry, looked up): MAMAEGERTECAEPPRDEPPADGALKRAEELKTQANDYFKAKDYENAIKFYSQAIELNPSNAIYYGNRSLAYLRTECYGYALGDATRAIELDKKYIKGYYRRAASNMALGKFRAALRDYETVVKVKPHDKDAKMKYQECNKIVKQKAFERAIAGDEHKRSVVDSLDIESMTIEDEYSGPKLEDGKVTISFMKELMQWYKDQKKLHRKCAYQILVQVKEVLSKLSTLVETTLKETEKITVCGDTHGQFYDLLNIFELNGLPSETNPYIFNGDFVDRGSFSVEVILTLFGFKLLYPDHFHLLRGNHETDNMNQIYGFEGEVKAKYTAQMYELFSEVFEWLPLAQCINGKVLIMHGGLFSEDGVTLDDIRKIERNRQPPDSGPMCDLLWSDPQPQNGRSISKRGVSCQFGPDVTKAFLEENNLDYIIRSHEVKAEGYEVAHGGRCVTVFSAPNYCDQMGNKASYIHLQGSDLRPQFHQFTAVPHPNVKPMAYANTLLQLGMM
# GASC-1 inh: inhibitors of human GASC-1 (JMJD2C) demethylase; GST-JMJD2C(1-420) H3K9me3 demethylation, DELFIA europium; 0.069% of 330,000 active; AID 2099; Q9H3R0; inhibition, % at 2.35 µM;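 active means more than half of a compound's replicate wells show inhibition beyond 50%, single wells judged on their own value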;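 further: signal counts dimethyl H3K9 product captured on neutravidin plate; 0% = median of DMSO wells and 100% = 0.3 times that DMSO median; strong numbers were not always called active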
# ZTA DNA inh: blocks Epstein-Barr virus ZTA, an EBNA-1 counter-screen | ZTA-DNA binding, fluorescence polarization | inhibition, % at 11 µM | P03206 | AID 2234 | 0.15% of 320,000 active; in the data active means inhibition above about 33%
# Target sequence (P03206 whole entry, looked up): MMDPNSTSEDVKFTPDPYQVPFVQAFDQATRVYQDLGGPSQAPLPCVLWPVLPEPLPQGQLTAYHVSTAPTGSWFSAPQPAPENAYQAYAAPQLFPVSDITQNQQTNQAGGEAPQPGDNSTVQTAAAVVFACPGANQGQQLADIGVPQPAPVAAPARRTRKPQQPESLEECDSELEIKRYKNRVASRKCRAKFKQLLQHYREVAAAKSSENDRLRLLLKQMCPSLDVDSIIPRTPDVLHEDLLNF
# Starred values were filed as active, the others as inactive; · = no result given; & = joins results of further samples.
smiles	core dimer inh	EBNA-1 inh	CTSL1 counter	PP1 inh	TPT1 inh	Yeast superoxide	PP5 primary	GASC-1 inh	ZTA DNA inh
CC(C)C(C(=O)NCC1CCCO1)N(Cc1cccs1)C(=O)CNS(=O)(=O)c1ccccc1 (configuration not stated)	-1	4	-2	-1	-3	99	1.6	-1	9
COc1cccc(CN2CCCN(S(=O)(=O)c3ccc(Br)cc3)CC2)c1	2	9	2	0	-3	95	1.5	-14	11
N#C/C(=C/c1cccc(C(F)(F)F)c1)c1nc(CCN2C(=O)c3ccccc3C2=O)cs1	1	0	-3	-2	0	120	9.6	1	2
Cc1cccc(NC(=O)C2CC(=O)n3ncnc3N2)c1 (configuration not stated)	0	-8	3	-3	0	114	2.6	8	-4
O=C(Cn1ccc(C(F)(F)F)n1)NNC(=O)c1cccnc1	-2	6	1	-1	-2	104	-0.2	0	6
COc1cccc(-c2cc(C(=O)Nc3c(C)n(C)n(-c4ccccc4)c3=O)no2)c1	2	3	-4	0	-4	98	1.2	-2	-7
CCC1CCCCN1CCNC(=O)CCS(=O)(=O)c1ccc(Br)cc1 (configuration not stated)	-4	7	4	-1	-1	83	0.1	-48	-5
COC(=O)CC1COc2ccccc2N1C(=O)c1cccc(C(F)(F)F)c1 (configuration not stated)	-2	8	4	-2	0	106	-0.1	5	19
O=C(CCc1nc(-c2ccccc2Cl)no1)Nc1cccnc1	0	-8	-2	6	1	96	1.4	2	7
Cc1cccc(N2C(=O)C(Oc3ccc(Cl)cc3Cl)C2C=O)c1C (configuration not stated)	4	20	-3	7	10	80	0.5	-7	11
O=C(Nc1ccc(Cl)cc1Cl)NC1CCN(S(=O)(=O)c2ccc(F)cc2)CC1	-2	-6	-1	2	2	105	0.8	6	-7
Cc1ccc(C2CC(C(F)(F)F)n3nc(C(=O)NCc4ccco4)cc3N2)cc1 (configuration not stated)	-1	1	2	-1	2	96	-1.4	6	-18
O=C(c1ccc(Cl)cc1)N1C2C=CC(C2)C1(C(F)(F)F)C(F)(F)F (configuration not stated)	-5	0	2	0	3	75	0.5	-5	7
CCn1cc(Cl)c(C(=O)Nc2cc(C(=O)OC)cc(C(=O)OC)c2)n1	-2	-1	6	3	3	97	1.6	-10	-15
Nc1nnc(CSCc2ccccc2Cl)s1	0	-8	-1	2	-1	116	2.9	-4	1

smiles	core dimer inh	EBNA-1 inh	CTSL1 counter	PP1 inh	TPT1 inh	Yeast superoxide	PP5 primary	GASC-1 inh	ZTA DNA inh
O=C(CN1CCOCC1)N/N=C/c1ccc(-c2ccc(C(=O)O)cc2)o1	0	3	0	1	-1	109	-3.7	-1	8
COc1ccccc1CNC(=O)CN1C(=O)NC2(CCCc3sccc32)C1=O (configuration not stated)	·	·	·	-4	·	106	0.2	6	21
CS(=O)(=O)N(CC(=O)N1CCN(C(c2ccccc2)c2ccccc2)CC1)C1CCCCC1	8	5	1	-1	-1	84	-2.0	-8	-4
Cc1nc2c(=O)n(-c3cccc(C(F)(F)F)c3)nc(C)c2s1	0	4	6	-1	0	101	-1.0	6	17
CC(=O)c1ccc(N2CCN(CC(O)c3ccccc3)CC2)cc1 (configuration not stated)	-3	3	0	2	1	98	-1.4	19	13
NS(=O)(=O)c1cccc(NC(=O)COC(=O)CCN2C(=O)c3ccccc3C2=O)c1	·	·	·	-3	·	139	2.7	8	2
O=C(CSc1nc2[nH]ncc2c(=O)[nH]1)Nc1ccccc1F	-3	1	3	-2	1	100	-2.1	-7	4
CCn1cc(NC(=O)CCl)c(C)n1	2	8	5	-3	-2	93	-0.6	1	6
CCCC1(C(=O)OC)NC(c2ccco2)C2C(=O)N(C)C(=O)C21 (configuration not stated)	-2	-3	1	-4	2	113	0.1	5	1
COc1nc(NCCN2CCOCC2)nc(Nc2ccc([N+](=O)[O-])cc2)n1	3	-13	1	0	-6	121	5.0	1	0
CCSc1nnc(NC(=O)CSc2nnc(-c3c[nH]c4ccccc34)n2CC)s1	19	-1	2	0	2	103	3.2	1	9
Cc1cccc(NC(=O)CN2C(=O)N/C(=C/c3cc(C)n(-c4ccncc4)c3C)C2=O)c1	-6	8	0	19*	1	100	0.4	-1	13
COc1cccc(N2CCN(C(=O)c3c(C)nn(-c4ccccc4)c3C)CC2)c1	-1	-7	-3	-7	-1	112	-1.7	1	-3
C=CCn1c(-c2cccs2)nc2nc3ccccc3nc21	1	5	6	0	5	101	0.4	-1	-6
CN(Cc1ccccc1)C(=S)Nc1ccc(OC(F)F)cc1	-5	-14	-3	0	-2	96	0.0	-6	-7

# 4 of the compounds above, as labelled records:
SMILES: CCSc1nnc(NC(=O)CSc2nnc(-c3c[nH]c4ccccc34)n2CC)s1
  core dimer inh: 19	EBNA-1 inh: -1	CTSL1 counter: 2	PP1 inh: 0	TPT1 inh: 2	Yeast superoxide: 103	PP5 primary: 3.2	GASC-1 inh: 1	ZTA DNA inh: 9
SMILES: Cc1cccc(NC(=O)CN2C(=O)N/C(=C/c3cc(C)n(-c4ccncc4)c3C)C2=O)c1
  core dimer inh: -6	EBNA-1 inh: 8	CTSL1 counter: 0	PP1 inh: 19*	TPT1 inh: 1	Yeast superoxide: 100	PP5 primary: 0.4	GASC-1 inh: -1	ZTA DNA inh: 13
SMILES: COc1cccc(N2CCN(C(=O)c3c(C)nn(-c4ccccc4)c3C)CC2)c1
  core dimer inh: -1	EBNA-1 inh: -7	CTSL1 counter: -3	PP1 inh: -7	TPT1 inh: -1	Yeast superoxide: 112	PP5 primary: -1.7	GASC-1 inh: 1	ZTA DNA inh: -3
SMILES: C=CCn1c(-c2cccs2)nc2nc3ccccc3nc21
  core dimer inh: 1	EBNA-1 inh: 5	CTSL1 counter: 6	PP1 inh: 0	TPT1 inh: 5	Yeast superoxide: 101	PP5 primary: 0.4	GASC-1 inh: -1	ZTA DNA inh: -6

# Back to the main list, repeating the 6 entries before the break.
smiles	core dimer inh	EBNA-1 inh	CTSL1 counter	PP1 inh	TPT1 inh	Yeast superoxide	PP5 primary	GASC-1 inh	ZTA DNA inh
COc1nc(NCCN2CCOCC2)nc(Nc2ccc([N+](=O)[O-])cc2)n1	3	-13	1	0	-6	121	5.0	1	0
CCSc1nnc(NC(=O)CSc2nnc(-c3c[nH]c4ccccc34)n2CC)s1	19	-1	2	0	2	103	3.2	1	9
Cc1cccc(NC(=O)CN2C(=O)N/C(=C/c3cc(C)n(-c4ccncc4)c3C)C2=O)c1	-6	8	0	19*	1	100	0.4	-1	13
COc1cccc(N2CCN(C(=O)c3c(C)nn(-c4ccccc4)c3C)CC2)c1	-1	-7	-3	-7	-1	112	-1.7	1	-3
C=CCn1c(-c2cccs2)nc2nc3ccccc3nc21	1	5	6	0	5	101	0.4	-1	-6
CN(Cc1ccccc1)C(=S)Nc1ccc(OC(F)F)cc1	-5	-14	-3	0	-2	96	0.0	-6	-7
CCN1CCN(c2ccc(S(=O)(=O)N3CCOCC3)cc2NC(=O)C(C)Oc2cccc(Cl)c2)CC1 (configuration not stated)	0	-9	5	-2	4	110	1.7	-9	-12
Cc1cc(C)c2c(n1)SCC(=O)N2CC(=O)Nc1ccccc1Cl	1	-12	3	-3	4	108	1.9	0	-5
C#CCNC(=O)C1=C[C@H](C2CCCCC2)C[C@H](OCCCCO)O1	-1	4	6	-1	-3	·	-0.6	7	-6
O=C(c1ccc2c(c1)OCCO2)N1CCCC(CNS(=O)(=O)c2cccs2)C1 (configuration not stated)	-2	-4	-5	-4	5	94	0.8	2	3
CCCC1CC(CSc2ncn[nH]2)OC1=O (configuration not stated)	-3	-1	-4	1	0	82	-1.5	1	4
CCOc1ccc2[nH]c(=O)c(CN(CCO)C(=O)c3ccc(OC)c(OC)c3)cc2c1	1	4	-3	0	1	109	-0.9	-1	-2
COc1ccc(NC(=O)CSc2nnc(-c3cccnc3)n2C)cc1	-2	3	-5	1	2	98	3.1	-4	-2
COc1ccc(CCN=C(NS(=O)(=O)c2ccccc2)c2ccccc2)cc1OC	1	0	-2	1	-3	92	2.3	-2	-13
O=C(Nc1cccc(C(=O)NC2CCCC2)c1)c1ccccc1	-8	2	4	-10	3	100	1.7	0	-13
COC(=O)c1ccccc1NC(=O)NCC1CCCO1 (configuration not stated)	-3	5	1	-2	-1	104	-0.1	6	6
Fc1ccc(F)c(NC2=NCCCCC2)c1	0	-6	-3	1	0	95	3.2	-12	1
C=Cc1ccc2c(c1)OCCOCCOCCOCCOCCO2	5	-8	-1	4	1	100	1.0	4	17
Cc1ccc(NC(=O)CN2C(=O)CCSc3ccc(S(=O)(=O)N4CCCC4)cc32)cc1C	7	3	-8	2	-1	84	1.4	-24	10
CCOC(=O)c1cnc2c(C#N)c(C)nn2c1C	1	6	0	-4	-4	96	-1.7	3	-1
COc1ccc(-c2nc(-c3ccc(Br)o3)no2)cc1	5	4	5	-2	-2	96	1.4	-3	2

smiles	core dimer inh	EBNA-1 inh	CTSL1 counter	PP1 inh	TPT1 inh	Yeast superoxide	PP5 primary	GASC-1 inh	ZTA DNA inh
c1ccc(Cn2nnnc2CN2CCN(c3ncccn3)CC2)cc1	-2	8	1	-4	0	96	-0.8	-2	10
c1ccc(COC2CCCN(Cc3nc(-c4cccs4)no3)C2)nc1 (configuration not stated)	-1	-4	-2	2	0	96	2.0	-6	-2
O=C(O)c1cccc(NC(=O)c2cccc(S(=O)(=O)N3CCc4ccccc4C3)c2)c1	6	5	-4	2	-1	94	-3.4	0	14
N#C/C(=C\N1CCOCC1)c1ccccc1	4	-8	4	-6	-1	109	-1.1	-1	-13
CCCn1c(=O)c(C(=O)N/N=C/c2ccccc2F)c(O)c2ccccc21	-3	-11	-3	0	-2	82	-3.0	0	-5
O=C(O)CSC1CC(=O)N(c2ccc(Cl)c(Cl)c2)C1=O (configuration not stated)	5	-8	-2	-3	1	99	3.3	2	0
Cc1cc(NNC(=O)Nc2cccc(Cl)c2)nc2c1c(C)nn2C	-1	-5	2	2	1	93	1.5	3	-7
Cc1ccc(C2OC(=O)c3ccccc32)cc1 (configuration not stated)	-9	-6	1	0	-4	106	1.2	14	-24
Cc1nn(C)cc1/C=N/NC(=O)Cn1nnc(N)n1	-7	-6	1	-1	-1	98	3.3	-4	-22
Cc1ccccc1Oc1ccc(-c2nc(N)nc(N)n2)cc1	-6	4	-4	2	-4	100	3.9	85	10
O=C(O)/C=C\c1cc2c(cc1[N+](=O)[O-])OCO2	2	0	5	-1	1	110	4.6	-4	-6
Cc1ccc(NC(=S)NC(=O)C2CC2)c(C)c1	4	3	-2	2	1	99	1.1	55	-1
C=CCNC(=O)CC(=O)N/N=C/c1cccc(Br)c1	-3	1	2	0	-3	89	-0.1	5	-2
O=C(/C=C/c1cccc([N+](=O)[O-])c1)NC(=S)Nc1ccc(CN2CCOCC2)cc1	6	-7	-2	-4	-3	109	1.9	-2	10
COc1ccccc1C1(O)CC2CCC(C1)N2S(=O)(=O)c1ccc(C(C)=O)cc1 (configuration not stated)	2	-5	-5	-7	-1	106	2.8	1	-4
Cc1ccc(-c2nn(C(C)(C)C)c3ncnc(NS(=O)(=O)c4ccc([N+](=O)[O-])cc4)c23)cc1	14	-10	4	1	-2	100	2.9	-7	8
CCOC(=O)COc1ccc(S(=O)(=O)Nc2ccc3c(c2)OCO3)cc1	12	-4	-1	1	-2	114	1.8	-20&-8	-15
